Compound activity from PubChem BioAssay.
M17LAP inhibition – P. falciparum M17LAP inhibitors, primary screen, biochemical, fluorogenic H-Leu-NHMec substrate, 1536-well (AID 1619). recombinant M17LAP, H-Leu-NHMec fluorogenic kinetic assay; higher % means a stronger effect. inhibition, % at 30 µM, or IC50 in µM where a hit was titrated. hit rate 0.38% among 220,000;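 active = compound inhibiting the enzyme by more than half at any dose during confirmatory dose-response retesting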;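 note: plate controls were full reaction with DMSO carrier for no effect and no enzyme background for full effect; strong numbers were not always called active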
M1AAP inhibition – P. falciparum M1AAP inhibitors, biochemical, fluorogenic H-Leu-NHMec substrate, 1536-well (AID 1445); inhibition, % at 30 µM, or IC50 in µM where a hit was titrated; recombinant M1AAP, H-Leu-NHMec fluorogenic kinetic assay; higher % means a stronger effect; hit rate 0.42% among 220,000;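 active = primary inhibition above the hit cutoff, then over 50% inhibition at one or more dose response concentrations, cut at about 23% in these data, passing the limit was not always enough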;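 note: plate controls were DMSO full reaction for no effect and no enzyme background for full effect; strong numbers were not always called active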
Dynein cargo inh – blocks dynein driven cargo transport along microtubules; 3617.4 mouse cells, GR-EGFP nuclear translocation imaging; test concentration mostly 20 µM; stimulated with dexamethasone, 1 µM; hits give low values; AID 1381; z-score, hits read low; hit rate 0.47% among 220,000;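 active = plate z-score of nuclear minus cytoplasmic receptor signal below a set negative limit, without overly bright fluorescence or cell loss, cut at about -3.5 in these data, passing the limit was not always enough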;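 note: z-score of nuclear minus cytoplasmic ring GR-EGFP intensity difference per well; some compounds called inactive have numbers as strong as hits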
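Buffer or medium: tet-free medium with charcoal-stripped serum / Also added: dexamethasone agonist, 1.0 µM final, for 30 min / Timing: induction 48 h, compound 1 h, agonist 30 min / Measured by: high-content fluorescence imaging after fixation / Read-out: nuclear-to-cytoplasmic GR-EGFP distribution per well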
Dynein cargo inh cytoplasmic EGFP – further read-out of Dynein cargo inh, marked with its call; z-score; measured here: cytoplasmic GR-EGFP intensity; hits give high values
Dynein cargo inh nuclear GR-EGFP – also measured in Dynein cargo inh; calls as there; z-score; measured here: nuclear GR-EGFP intensity;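 lower value marks the stronger effect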
Dynein cargo inh cell count – also measured in Dynein cargo inh; calls as there; z-score; measured here: cell count per field
* marks the source's active call; other numbers are inactive results; i = inactive; · = not tested or not shown.

M17LAP inhibition | M1AAP inhibition | Dynein cargo inh | Dynein cargo inh cytoplasmic EGFP | Dynein cargo inh nuclear GR-EGFP | Dynein cargo inh cell count | SMILES
· | · | 0.0448 | -0.113 | 0.333 | 0.118 | COc1ccc(Br)cc1C(=O)Nc1cccc(-c2nnc(-c3ccco3)o2)c1
· | · | -0.0365 | -0.132 | 0.688 | 1.37 | COc1cccc(C2CC(c3ccccc3Cl)Nc3ncnn32)c1 (centres undefined)
· | · | -0.312 | -0.0839 | -0.258 | 0.722 | N#Cc1c(SCc2nc3ccccc3[nH]2)nc2c(c1C(F)(F)F)CCC2
· | · | -0.0482 | -0.232 | 0.367 | 0.0731 | CC(C)N(C(=O)c1ccc2nc3c4ccccc4c4ccccc4c3nc2c1)C(C)C
· | · | 0.276 | -0.195 | 0.703 | 0.452 | Cc1ccc(C)c(NC(=S)NCCN2CCOCC2)c1
· | · | -0.113 | -0.192 | 0.0401 | -0.244 | COc1ccc(C(=O)COC(=O)CCCn2c(=O)oc3ccccc32)cc1
· | · | 0.202 | -0.227 | -0.0252 | -0.519 | COCCN1C(=O)c2oc3cc(C)c(C)cc3c(=O)c2C1c1cccc(O)c1 (centres undefined)
· | · | -1.53 | -0.15 | -0.775 | 0.254 | C=CCOc1ccc(/C(O)=C2/C(=O)C(=O)N(CCCN3CCOCC3)C2c2ccccc2)cc1 (centres undefined)
· | · | -0.031 | -0.169 | -0.0339 | 0.208 | COc1cccc(CC(NC(C)=O)C(=O)NC2CCN(c3c4c(nc5ncnn35)CCC4)CC2)c1 (centres undefined)
· | · | -0.336 | -0.261 | 0.0216 | -0.433 | CCCn1c(SCC(=O)Nc2ccccc2C(=O)OCC)nc2c1c(=O)n(C)c(=O)n2C
· | · | -0.578 | -0.224 | -0.542 | -0.442 | CC(=O)CSc1nnc(-c2ccc(S(=O)(=O)N3CCC(C)CC3)cc2)o1
· | · | -0.711 | -0.218 | 0.0513 | 0.634 | O=C(Cn1cnc2c(oc3ccccc32)c1=O)NCCc1ccccc1
· | · | 0.509 | -0.287 | 0.421 | 0.712 | Cn1c(=O)c2c(nc(N3CCCCC3)n2CCSc2nc3ccccc3o2)n(C)c1=O
· | · | -1.41 | 2.15 | -0.599 | -0.118 | O=C(CSc1ncnc2c1oc1ccccc12)NCC1CCCO1 (centres undefined)
· | · | 0.184 | -0.111 | 0.0992 | 0.508 | COc1ccc(-c2nn(C)c(=O)c3ccccc23)cc1CNC(=O)CN1CCOCC1
· | · | -0.402 | -0.203 | -0.0231 | 0.533 | CCCc1cc(=O)[nH]c(/N=C(/NC(=O)c2ccccc2)Nc2ccc3c(c2)OCCO3)n1
· | · | -0.452 | -0.0261 | -0.269 | 0.854 | COC(=O)c1ccc(C(=O)OC)c(NC(=O)c2cc3ccccc3o2)c1
· | · | -0.0298 | -0.0982 | 0.182 | -0.498 | O=c1cc(CO)oc(C(Nc2ccccn2)c2ccccc2F)c1O (centres undefined)
· | · | -0.746 | -0.213 | -0.677 | 1.31 | CCN(CC)S(=O)(=O)c1ccc(OC)c(NC(=O)c2ccc(OC)c([N+](=O)[O-])c2)c1
· | · | -5.72 | 11 | -0.377 | 0.462 | O=C1c2cccc3c(N4CCCCC4)ccc(c23)C(=O)N1c1ccc(Cl)cn1
· | · | 0.00685 | -0.246 | 0.385 | 0.88 | CNc1nc(OCC(F)(F)F)nc(N2CCN(C34CC5CC(CC(C5)C3)C4)CC2)n1
· | · | -3.48 | 1.51 | -1.44 | -0.442 | O=C(CCN1CCc2ccccc2C(O)(c2ccccc2)C1)c1ccc2c(c1)OCCO2 (centres undefined)
· | · | -0.287 | -0.26 | -0.461 | 0.254 | c1ccc(-c2nnc(-c3cccc(-c4nnc(-c5ccccc5)o4)c3)o2)cc1
· | · | 0.545 | -0.236 | 0.244 | -0.105 | COc1ccc(CC(=O)NCc2nnc(SCC(=O)N3CCN(c4ccccc4)CC3)n2C)cc1
· | · | -0.977 | -0.248 | -0.793 | 0.483 | O=C1c2ccc(-c3nc4ccccc4o3)cc2C(=O)N1Cc1cccnc1
· | · | 0.606 | -0.235 | 0.367 | -0.634 | CC1(C)CC(=O)C=C(NCCCN2CCCC2=O)C1
· | · | 0.463 | -0.128 | 0.625 | -0.493 | CSc1nc(-c2ccccc2)nc2[nH]ccc(=O)c12
· | · | 0.126 | -0.192 | 0.486 | 0.3 | Cc1ccc(NC(=O)N(C2=NCC(C)S2)c2ccccc2)cc1 (centres undefined)
· | · | 2.07 | -0.186 | 1.92 | -1.67 | O=C1CC(=C2c3ccccc3-c3ccccc32)C(=O)N1CCN1CCN(c2ccccc2)CC1
· | · | -0.528 | -0.263 | 0.0411 | -0.538 | CCCCCCCCCCNC(=O)CCn1[nH]c(=O)c2ccccc2c1=O
· | · | 1.22 | 0.144 | 0.872 | -0.0197 | COc1ccc(-c2nc3cc(C)ccn3c2NCC2CCCO2)cc1OC (centres undefined)
· | · | 0.405 | -0.0878 | 0.235 | 0.359 | COc1cccc2cc(C(=O)C3=C(O)C(=O)N(CCCN4CCOCC4)C3c3ccncc3)oc12 (centres undefined)
· | · | -0.0294 | -0.196 | -0.315 | -0.149 | O=C(c1ccc(CN2CCc3ccccc3C2)cc1)N1CCN(c2ccc(F)cc2)CC1
· | · | -1.29 | -0.249 | -0.662 | 0.717 | O=C(NCc1ccccn1)C1CCC(=O)N1C1CCCC1 (centres undefined)
· | · | 1.09 | -0.225 | 0.54 | 0.0444 | C=CCn1c(CNC(=O)CCC)nc2ccccc21
· | · | 0.264 | -0.228 | 0.0309 | 0.0253 | CSc1nc2sc3c(c2c2nnnn12)CC(C)(C)OC3
· | · | -0.661 | -0.0677 | -0.391 | 0.393 | COc1cc(S(=O)(=O)N2CCOCC2)c(OC)c(S(=O)(=O)N2CCOCC2)c1
· | · | 1.83 | 0.862 | 2.01 | -2.24 | CN(C(=O)c1ccc(C(=O)N(C)C2CCCCC2)cc1)C1CCCCC1
· | · | 1.02 | -0.187 | 0.45 | -1.86 | Cn1c(OCc2ccc3c(c2)OCO3)nc2c1c(=O)n(Cc1cccc(Cl)c1)c(=O)n2C
· | · | i | · | · | -4.95 | COc1ccc(Nc2nc(C(C)(C)C)nc3c2nnn3Cc2ccccc2Cl)cc1OC
· | · | -0.42 | -0.221 | -0.234 | 0.00626 | Cc1cccc(NC(=O)CSc2nccn2C)c1
· | · | -0.0991 | -0.203 | -0.191 | 0.326 | CCCCS(=O)(=O)NC1=NCN(C2CCN(Cc3ccccc3)CC2)CN1
· | · | -0.202 | 2.87 | 0.688 | 0.489 | CCOCCCn1c(=N)c(C(=O)Nc2cc(C)on2)cc2c(=O)n3ccccc3nc21
· | · | 1.97 | -0.126 | 2.16 | -2.4 | CN(C)N=Nc1ccc(S(=O)(=O)N2CCSC2C(=O)O)cc1 (centres undefined)
· | · | 0.0421 | -0.164 | 0.321 | -0.252 | CCCOc1ccc(C2C(C(=O)c3ccc(C)o3)=C(O)C(=O)N2CCCn2ccnc2)cc1 (centres undefined)
· | · | -1.64 | -0.23 | -0.965 | 0.207 | Cc1nn(Cc2ccccc2)c(C)c1NC(=O)CSc1nc2sc3c(c2c(=O)n1C)CCC3
· | · | -4.95 | 8.63 | -0.558 | 0.187 | Cn1c(=O)oc2cc(S(=O)(=O)N3CCN(C(=O)c4ccco4)CC3)ccc21
· | · | 1.77 | 0.0135 | 1.62 | -2.14 | CCCOc1ccc(/C(O)=C2/C(=O)C(=O)N(CCN(C)C)C2c2ccncc2)cc1 (centres undefined)
· | · | 1.07 | -0.225 | 0.671 | 0.479 | Cc1ccc(-c2nnn(CC(=O)N(CC(=O)NC3CCCCC3)c3cnc4ccccc4c3)n2)o1
· | · | -0.402 | -0.184 | 0.155 | -0.204 | c1ccc(-c2nnc(Cn3c4ccccc4c4nc5ccccc5nc43)o2)cc1
· | · | -0.197 | -0.238 | -0.29 | -0.7 | COc1c(S(=O)(=O)N2CCCCC2)ccc2c(S(=O)(=O)N3CCCCC3)cccc12
· | · | 0.447 | 0.108 | 1.02 | 0.651 | O=c1c2cnn(-c3ccccc3)c2ncn1/N=C/c1ccncc1
-2.7% | 1.3% | -0.434 | -0.233 | -0.177 | 1.2 | c1ccc(C2CC3CC(c4ccccc4)N2O3)cc1 (centres undefined)
15.6% | 5.0% | -1.42 | -0.114 | -0.71 | -0.0415 | Cc1nn(C)c(C)c1/C=C/C(=O)c1cccs1
-5.7% | 4.6% | -0.438 | -0.202 | -0.154 | 0.245 | Cc1noc(C)c1CN1C(=O)NC2(CCc3ccccc3C2)C1=O (centres undefined)
-2.8% | -0.8% | -0.198 | -0.23 | 0.0641 | -0.0992 | O=C(Cn1cnnn1)Nc1ccccc1Cc1ccccc1

Reprinted at random: 4 records from the list.
M17LAP inhibition | M1AAP inhibition | Dynein cargo inh | Dynein cargo inh cytoplasmic EGFP | Dynein cargo inh nuclear GR-EGFP | Dynein cargo inh cell count | SMILES
· | · | 1.07 | -0.225 | 0.671 | 0.479 | Cc1ccc(-c2nnn(CC(=O)N(CC(=O)NC3CCCCC3)c3cnc4ccccc4c3)n2)o1
· | · | 0.184 | -0.111 | 0.0992 | 0.508 | COc1ccc(-c2nn(C)c(=O)c3ccccc23)cc1CNC(=O)CN1CCOCC1
· | · | -0.452 | -0.0261 | -0.269 | 0.854 | COC(=O)c1ccc(C(=O)OC)c(NC(=O)c2cc3ccccc3o2)c1
· | · | -5.72 | 11 | -0.377 | 0.462 | O=C1c2cccc3c(N4CCCCC4)ccc(c23)C(=O)N1c1ccc(Cl)cn1

The list goes on.
M17LAP inhibition | M1AAP inhibition | Dynein cargo inh | Dynein cargo inh cytoplasmic EGFP | Dynein cargo inh nuclear GR-EGFP | Dynein cargo inh cell count | SMILES
-8.9% | 0.8% | -0.33 | -0.146 | -0.0445 | 0.76 | c1ccc(-n2nnnc2Oc2ccc(-c3nnco3)cc2)cc1
-6.4% | 6.6% | -0.0358 | -0.274 | -0.0917 | -0.0128 | CCC(C(=O)NC1CCCC1)N(C(=O)Cn1nnc(-c2ccc(C)cc2)n1)C1CCCC1 (centres undefined)
1.9% | 7.6% | 3.81 | -0.183 | 2.75 | -1.95 | Cc1ccc(-c2[nH]c(=O)n3ccncc23)s1
-44.8% | -2.7% | -0.399 | -0.218 | -0.0685 | 0.43 | N#CC1=C(N)C(C#N)(C#N)C(c2cccnc2)C2COCC=C12 (centres undefined)
-2.5% | 5.7% | -1.18 | -0.288 | -0.617 | 1.49 | COc1ccc(-c2cc(-c3ccc(F)cc3)nc(N3CCN(C)CC3)n2)cc1
13.8% | 5.8% | -0.481 | -0.253 | -0.37 | 0.264 | Cc1cccc(OCC(=O)Nc2nonc2NC(=O)COc2cccc(C)c2)c1
1.0% | 7.0% | 0.544 | -0.199 | 0.565 | -0.216 | CCN(CC)S(=O)(=O)c1cccc(-c2nnc(SC(C)C(=O)NCCC3=CCCCC3)o2)c1 (centres undefined)
-9.6% | 6.7% | 0.176 | -0.232 | -0.114 | -0.509 | Cc1ccc(CCNc2ccc3ccccc3c2)cn1
8.5% | 0.4% | -0.909 | -0.21 | -0.433 | 1.51 | CC(=O)NC12CC3CC(C1)CC(C(=O)OCC(=O)Nc1ncc(Cl)cc1Cl)(C3)C2
19.4% | 0.4% | -0.489 | -0.238 | -0.345 | -0.17 | CCCCC(=O)c1ccc(O)cc1O
-6.0% | 2.3% | -0.233 | -0.226 | -0.0181 | 0.286 | CC(C)CC(NC=C1C(=O)OC(C)(C)OC1=O)C(=O)O (centres undefined)
3.3% | -5.1% | -0.0146 | -0.112 | 0.0908 | -0.0441 | O=S(=O)(c1ccc(N2CCN(S(=O)(=O)c3ccc4c(c3)OCCO4)CC2)nc1)N1CCCC1
-7.2% | -1.7% | -0.73 | -0.203 | -0.218 | 0.465 | CCN(c1ccccc1)S(=O)(=O)c1ccc(Oc2ccc(-n3ccnc3)cc2)nc1
3.9% | -0.8% | -1.22 | -0.22 | -0.644 | 0.221 | CCc1nnc(NC(=O)c2ccc3c(c2)C(=O)N(CC)C3=O)s1
7.8% | 3.7% | -1.95 | 9.29 | 1.24 | -0.334 | CCOC(=O)c1cc(NC(=O)CSc2nnc(CN3CCOCC3)n2C)ccc1Cl
1.0% | 0.0% | 0.203 | -0.264 | -0.036 | 0.14 | COc1cc(S(=O)(=O)N(Cc2cccs2)C2CC2)ccc1-n1cnnn1
-4.9% | -2.2% | 0.117 | -0.235 | 0.41 | -0.423 | CCC(C)(C)n1nnnc1CN1CCC(O)(c2cccc(C(F)(F)F)c2)CC1
-9.8% | 7.2% | -0.545 | -0.236 | -0.0365 | -0.347 | CCOCCCN1C(=O)C(O)=C(C(C)=O)C1c1cccs1 (centres undefined)

The list is partial, so the mix of outcomes need not match the whole.
